PMI inhibitors: MPI enzyme activity inhibition – biochemical, fluorescence intensity, coupled assay, primary screen (AID 1209) | 190,000 compounds, 0.42% hits | inhibition, % at 20 µM, or IC50 in µM where a hit was titrated | purified PMI enzyme, coupled fluorescence intensity; higher % means a stronger effect;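 also: plate controls were DMSO vehicle for no effect and wells lacking substrate for full effect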
Dynein cargo inh: blocks dynein driven cargo transport along microtubules; AID 1381; 3617.4 mouse cells, GR-EGFP nuclear translocation imaging; test concentration mostly 20 µM; stimulated with dexamethasone, 1 µM; hits give low values; z-score, hits read low; 220,000 compounds, 0.47% hits;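 active = plate z-score of nuclear minus cytoplasmic receptor signal below a set negative limit, without overly bright fluorescence or cell loss, cut at about -3.5 in these data, passing the limit was not always enough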;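 also: z-score of nuclear minus cytoplasmic ring GR-EGFP intensity difference per well; some compounds called inactive have numbers as strong as hits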
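Buffer or medium: tetracycline-free induction medium containing charcoal-stripped FBS / Reagent: dexamethasone agonist, 1.0 µM final, for 30 min / Technique: automated 10x imaging of fixed Hoechst-stained cells / Times: induction 48 h, compound 1 h, agonist 30 min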
Insulin prom up: MIN6 insulin promoter up-regulation | MIN6 insulin promoter-GFP reporter, high-content imaging; hits give high values | z-score at 5 µM | 190,000 compounds, 0.3% hits;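 active = z-score above 3 at 5 µM with at least 500 cells counted in the well; inconclusive = wells under 500 cells, flagged as cytotoxic or low count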
WT yeast gro inh: growth inhibition of WT yeast, mitochondrial fusion screen; 190,000 compounds, 2.1% hits; mitochondrial fusion phenotypic screen, WT strain; inhibition, % at 10 µM; in the data active = inhibition above about 58%; tested in S. cerevisiae
MT stabilize HCS: stabilizes microtubules in HeLa cells | HeLa tubulin immunostaining HCS, 24 h; share of cells brighter than vehicle mean+2SD | % tubulin-high responders, % at 10 µM | 200,000 compounds, 0.83% hits | AID 2205;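 active = plate Z-score above 3 for both tubulin-high and condensed-nucleus cell shares, with cell loss under 80%, at 10 µM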;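 also: anti alpha tubulin signal scored within the nucleus-defined area of each cell; some results filed as inactive read as strong as hits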
Autophagy mod: alters autophagy in cells; MEF GFP-LC3 puncta imaging; test concentration mostly 10 µM; calls only at 10 µM (by protocol); AID 463193; 190,000 compounds, 0.98% hits;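 active = percentage of spot-positive cells more than 3 SD above its plate mean, without a fluorescence outlier flag or 80% toxicity; inconclusive = no clear call, values can overlap the other calls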;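 also: spot-positive cell cutoff set from DMSO-treated cells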
PMI inhibition: MPI inhibition at elevated mannose 6-phosphate – biochemical, fluorescence intensity, high mannose 6-phosphate, primary screen (AID 1220); recombinant PMI enzyme, coupled fluorescence intensity; higher % means a stronger effect; one-dose inhibition, % at 20 µM; IC50 in µM for titrated hits; 190,000 compounds, 0.66% hits
b-catenin transl: alters nuclear translocation of beta-catenin in HeLa cells; nuclear translocation activity, % at 5 µM; immunofluorescence imaging; AID 1665; 190,000 compounds, 0.3% hits;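 active = nuclear translocation activity above 50% at 5 µM, with a well cell count of 50 or more; inconclusive = wells under 50 cells across six images, flagged as toxic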;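 also: per-cell ratio of nuclear to cytoplasmic median beta-catenin stain intensity; plate controls were DMSO negative control for no effect and GSK-3 inhibitor IX positive control for full effect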
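assay system = human HeLa cells, endogenous beta-catenin | times = compound treatment 24 h, 37°C, 5% CO2 | detection = Anti-beta-catenin immunofluorescence on PFA-fixed, Triton-permeabilized cells, DAPI nuclei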
Yfh1-off respiration: mitochondrial function rescue without frataxin homolog – Friedreich's ataxia, plus single-dose screen, dose response (AID 1465). S. cerevisiae Yfh1-off respiration, WST-1 reduction, 72 h; higher fold induction means a stronger effect. one-dose fold induction at 50 µM; EC50 in µM for titrated hits. 220,000 compounds, 0.074% hits;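 active = fold induction of absorbance versus untreated yeast above a set limit, then at least 30% activation at any dose in follow-up; inconclusive = repeats straddling the limit, or above it without dose testing; inactive = fold induction below the set limit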;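 also: activators that raise dye reduction in frataxin-depleted yeast; strong numbers were not always called active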
WT yeast gro inh mutant strain: further read-out of WT yeast gro inh, marked with its call; inhibition, %; mitochondrial fusion phenotypic screen, mutant strain inhibition
Dynein cargo inh cytoplasmic EGFP: recorded beside Dynein cargo inh, whose call it bears; z-score; measured here: cytoplasmic GR-EGFP intensity; hits give high values
Dynein cargo inh nuclear GR-EGFP: further read-out of Dynein cargo inh, marked with its call; z-score; measured here: nuclear GR-EGFP intensity;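 lower value marks the stronger effect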
Dynein cargo inh cell count: second read-out of Dynein cargo inh, no call of its own (marks repeat the call); z-score; measured here: cell count per field
Insulin prom up cell count: second read-out of Insulin prom up, no call of its own (marks repeat the call); cell count; measured here: cytotoxicity, nuclei count;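 total cells summed across four imaged fields per well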
b-catenin transl cell count 5 µM: recorded beside b-catenin transl, whose call it bears; cell count; measured here: cell count, cytotoxicity flag
MT stabilize HCS Hoechst-high %: further read-out of MT stabilize HCS, marked with its call; % Hoechst-high responders; measured here: nuclear condensation Hoechst responders;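 share of cells brighter than vehicle mean plus two SD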
MT stabilize HCS cytotoxicity %: also measured in MT stabilize HCS; calls as there; toxicity, %; measured here: cytotoxicity by cell density;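 0% = mean cell density of plate MIN control wells and 100% = no cells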
Autophagy mod cell loss 18 h: further read-out of Autophagy mod, marked with its call; toxicity, %; measured here: cell loss, nuclei count;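 cell loss after 18 h compound exposure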
The depositor's hits bear a star; i = inactive; ? = inconclusive; · = no result given; + = active, no number. Rule as the data show it, unless noted: active = inhibition above about 50%; inactive = the rest.

SMILES	PMI inhibitors	Dynein cargo inh	Dynein cargo inh cytoplasmic EGFP	Dynein cargo inh nuclear GR-EGFP	Dynein cargo inh cell count	Insulin prom up	Insulin prom up cell count	WT yeast gro inh	WT yeast gro inh mutant strain	MT stabilize HCS	MT stabilize HCS Hoechst-high %	MT stabilize HCS cytotoxicity %	Autophagy mod	Autophagy mod cell loss 18 h	PMI inhibition	b-catenin transl	b-catenin transl cell count 5 µM	Yfh1-off respiration
CC(C)CN(C(=O)COC(=O)C12CC3CC(CC(O)(C3)C1)C2)C1CCS(=O)(=O)C1 (stereo unspecified)	4.5%	-0.966	0.608	-0.447	-0.114	0.14	1296	-7.0	-4.5	3.8	1.6	4.5	i	14.1	8.9%	-4.5	977	i
COc1ccc(Br)cc1S(=O)(=O)n1ccnc1	-30.3%	-0.103	-0.249	-0.0403	0.28	·	·	-1.8	4.8	2.4	2.4	7.8	i	7.6	-10.8%	0.3	1111	i
Cc1ccc(C(=O)NCc2ccc3c(c2)OCO3)cc1S(=O)(=O)N1CCOCC1	19.6%	0.903	-0.165	0.675	-1.78	·	·	-28.4	22.1	4.0	2.1	1.9	i	-3.1	11.4%	·	·	i
Nc1ccc2nc(CCc3ccccc3)[nH]c2c1	-14.0%	-0.646	-0.246	-0.533	0.406	0.73	1298	-8.7	-1.1	6.8	2.7	10.2	i	14.7	-5.9%	·	·	·
Cn1cccc1C1Nc2ccccc2NC2=C1C(=O)CC(C)(C)C2 (stereo unspecified)	-13.5%	-0.492	-0.475	-0.273	0.474	-0.94	905	-2.6	3.8	0.7	1.1	1.1	i	-6.4	-25.8%	-4.2	1242	i
Cc1ccccc1OCCOc1cccc(/C=N/NC(=O)Cc2nnc(N)s2)c1	-8.0%	0.568	-0.203	0.622	-0.124	-0.27	1301	-10.0	-11.6	3.5	2.8	8.5	i	-10.9	-4.8%	-3.2	938	i
COc1cc(/C=N/NC(N)=S)ccc1OC(=O)c1ccc(C)cc1	-3.3%	0.613	-0.227	0.967	0.684	-0.17	886	-13.7	10.5	3.0	1.0	0.7	i	40.8	-6.4%	3.3	1056	i
O=C(NC1CCCCCC1)C1CCN(S(=O)(=O)N2CCC3(CC2)OCCO3)CC1	8.3%	-0.514	-0.18	-0.211	0.245	-0.02	1735	12.8	12.3	1.4	1.5	7.0	+	40.7*	7.9%	3.5	1409	i
Oc1ccc(Br)cc1CNc1ccccn1	·	0.616	-0.243	0.0712	-1.15	-0.87	1448	·	·	·	·	·	·	·	·	0.0	1303	i
COc1ccc(Cl)cc1C(=O)CSc1nnnn1C	-5.0%	0.0931	-0.0552	0.392	-0.105	-0.07	1515	3.6	10.2	1.1	1.6	3.6	i	0.1	-3.3%	5.4	909	i
CCOC(=O)C1CCN(C(=O)c2ccc(OC)cc2OC)CC1	6.2%	2.2	-0.282	1.28	-1.18	-0.09	1256	-1.4	6.5	3.3	2.1	6.2	i	0.3	2.8%	-0.6	1066	i
O=c1c2c3nc4ccccc4nc3n(Cc3ccccc3)c2ncn1Cc1ccco1	5.9%	-1.25	-0.0369	-0.611	0.252	0.9	1331	-0.6	-3.5	3.5	3.4	0.6	i	-9.5	2.0%	-2.3	1053	i
Cc1onc(-c2c(Cl)cccc2Cl)c1C(N)=O	9.1%	0.741	-0.255	0.521	0.407	0.36	1224	2.6	-42.8	2.6	3.4	1.2	i	-5.9	-3.3%	0.1	1088	i
O=C(CO/N=C/c1c(Cl)cccc1Cl)NNC(=O)c1ccc(Cl)cc1	·	-0.789	-0.273	0.226	0.569	-0.85	998	·	·	·	·	·	·	·	·	0.4	1290	i
CC(=O)Nc1ccc(CN2CCc3c([nH]c4ccccc34)C2c2ccccn2)cc1 (stereo unspecified)	23.0%	-1.14	-0.186	-0.627	-0.292	·	·	0.5	-5.6	9.9*	13.8*	10.6*	i	-6.7	43.8%	1.2	852	i
COc1ccccc1N1C(C)=CC(=C(C#N)c2nc3ccccc3s2)C=C1C	23.9%	-0.962	3.23	0.489	0.116	0.76	1157	-8.9	4.5	4.2	3.7	13.0	i	7.6	22.8%	-0.7	1174	?
Cc1[nH]c2ccccc2c1C(=O)COC(=O)c1ccc[n+]([O-])c1	·	1.97	-0.223	0.599	-0.804	0.11	1463	·	·	·	·	·	·	·	·	0.1	1287	i
COCCCn1c(SCC(=O)NNC(=O)c2cccc(O)c2)nnc1-c1ccncc1	-0.7%	0.219	-0.346	0.468	-0.41	0.01	1413	-8.4	7.3	3.1	2.8	6.0	i	1.8	2.8%	0.3	1063	i
COc1ccc(C(=O)NNS(=O)(=O)c2ccccc2)cc1	14.7%	0.0244	-0.298	-0.229	0.221	0.52	1262	-15.6	5.2	4.4	3.3	6.7	i	-5.3	-3.6%	0.1	937	i
CC(C)=CC(=O)OCC(=O)Nc1ccc(Cl)cc1	1.3%	0.2	-0.308	0.267	-0.0273	0.29	1535	2.7	12.4	2.5	1.2	9.7	i	23.1	2.4%	-3.4	908	i
CSCCCNC(=S)N(C)CC(=O)Nc1ccc(C)cc1	-7.4%	-0.956	-0.168	-0.436	1.42	·	·	15.9	-1.9	6.3	1.6	2.6	i	-0.1	-3.8%	·	·	i
COC(=O)c1ccc(OC)c(CSc2nnc(COc3ccccc3)o2)c1	16.1%	-0.578	0.237	-0.0459	0.231	-0.21	1591	28.7	9.2	2.5	2.3	5.5	i	17.6	14.5%	0.0	1084	i
NS(=O)(=O)c1ccc(CNC(=O)/C=C/c2cccc(Cl)c2)cc1	-1.7%	0.161	-0.297	-0.223	-0.0477	-0.12	1535	-7.5	-15.1	3.1	3.4	6.9	i	3.6	-19.8%	-1.4	1104	i
CC1CCCN(C(=O)CSc2nnc(-c3ccncc3)n2C)C1 (stereo unspecified)	-1.7%	0.646	1.06	0.316	-0.618	1.07	1127	-12.9	-16.5	4.4	2.8	6.2	i	-15.1	7.7%	-1.9	1043	i
CCOC(=O)c1cccc(NC(=O)CCS(=O)(=O)c2ccc(Br)s2)c1	14.7%	0.518	0.314	0.291	-0.872	·	·	16.1	-7.3	1.4	1.5	6.1	i	-1.5	11.0%	·	·	i
O=C(Cc1cc(=O)oc2cc(O)ccc12)NCC1CCC(C(=O)O)CC1 (stereo unspecified)	-6.3%	-0.434	-0.183	-0.208	0.547	0.73	1084	21.7	2.0	1.5	1.1	5.9	i	-6.0	-4.2%	-2.3	1196	i
COc1cc(CC(=O)NCc2cccs2)cc(OC)c1OC	-4.4%	-0.188	-0.14	-0.129	-1.31	-0.34	929	-8.5	-63.5	1.5	1.8	26.7	i	-4.2	-4.3%	-3.3	1185	i
COc1cc(C(=O)NCCOc2cccc(C)c2)c(Br)c(OC)c1OC	11.1%	-0.358	0.0929	-0.217	0.1	0.54	1358	-0.9	-2.4	1.2	1.2	2.0	i	-1.1	28.6%	2.0	1384	i
CC(=O)/C(=N/Nc1ccccc1)Sc1nnc(CCc2ccccc2)n1-c1ccccc1	8.2%	0.571	-0.196	0.587	-1.41	0.84	1427	4.0	3.9	3.8	2.6	5.8	i	4.0	6.6%	-2.5	1093	i
O=C1NC(=Nc2ccc(Cl)cc2)SC1Cc1cc(Cl)ccc1Cl (stereo unspecified)	18.0%	1.63	-0.124	0.628	-0.459	0.34	1372	10.8	8.3	5.6	1.9	0.4	i	6.6	3.0%	-1.0	872	·
Cc1cc(=O)oc2c(CN3CC(C)OC(C)C3)c(O)c(Cl)cc12 (stereo unspecified)	-0.9%	-1.21	-0.157	-0.732	1.48	0.48	1360	-2.8	9.6	2.2	1.6	4.8	i	4.8	16.6%	0.1	1451	i
C1CCN(CCCNC2C3CC4CC(C3)CC2C4)C1 (stereo unspecified)	3.8%	0.356	-0.285	0.00348	1.13	0.05	1457	-13.3	-9.4	3.0	1.2	3.6	i	5.1	-0.7%	0.0	1046	i
COc1ccc(CC(=O)NC(CC(=O)O)c2cccc([N+](=O)[O-])c2)cc1 (stereo unspecified)	-2.0%	-1.03	-0.214	-0.575	0.581	2.3	1225	-37.4	-6.1	1.9	2.0	8.9	i	10.0	4.7%	-0.6	1140	i
COc1ccc(C(=O)ON=C2c3ccccc3-c3ccccc32)cc1OC	-11.0%	-0.385	-0.295	-0.289	0.15	-0.39	1108	-10.3	-27.3	2.9	3.2	0.7	i	2.5	-10.5%	0.7	866	i
Oc1ccc(/C=N/N(Cc2ccccc2)c2ccccc2)cc1	20.6%	-1.03	-0.331	-0.199	0.0105	-0.46	1285	84.5	85.5	3.2	1.7	5.2	i	12.6	20.5%	2.4	1030	i
COc1cc(NC(=S)N2CCCC(C)C2)cc(OC)c1OC (stereo unspecified)	3.0%	0.274	-0.342	0.824	0.426	-0.35	1486	-12.7	9.6	5.7	2.9	6.1	i	8.6	13.2%	0.3	1454	i

Record cards (already shown). Order of values: PMI inhibitors, Dynein cargo inh, Dynein cargo inh cytoplasmic EGFP, Dynein cargo inh nuclear GR-EGFP, Dynein cargo inh cell count, Insulin prom up, Insulin prom up cell count, WT yeast gro inh, WT yeast gro inh mutant strain, MT stabilize HCS, MT stabilize HCS Hoechst-high %, MT stabilize HCS cytotoxicity %, Autophagy mod, Autophagy mod cell loss 18 h, PMI inhibition, b-catenin transl, b-catenin transl cell count 5 µM, Yfh1-off respiration
`COc1cc(NC(=S)N2CCCC(C)C2)cc(OC)c1OC` (stereo unspecified) in the list: 3.0%, 0.274, -0.342, 0.824, 0.426, -0.35, 1486, -12.7, 9.6, 5.7, 2.9, 6.1, i, 8.6, 13.2%, 0.3, 1454, i
`COc1cc(CC(=O)NCc2cccs2)cc(OC)c1OC` in the list: -4.4%, -0.188, -0.14, -0.129, -1.31, -0.34, 929, -8.5, -63.5, 1.5, 1.8, 26.7, i, -4.2, -4.3%, -3.3, 1185, i
